# zfTRPN1 agonist: zebrafish TRPN1 channel agonists, primary screen, cell-based, HEK293, calcium fluorescence. transient receptor potential cation channel N1 (TRPN1/NompC), Danio rerio. activation, % at 3 µM. 220,000 tested, 0.18% active. HEK293 zebrafish TRPN1-YFP, Fluo-8 calcium fluorescence; 100% = response to 87 µM carbachol;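 active means activation above its plate's cutoff, the mean activation of test wells on that plate plus 3 SD, cut at about 19% in these data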;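 further: 0% = DMSO alone and 100% = 87 µM carbachol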
#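 Assay system: Zebrafish TRPN1-YFP in HEK293 cells | Incubation: Dye loading 1 h at 37 °C, then 30 min room temperature | Measured by: Kinetic Fluo-8 fluorescence, ex 470-495, em 515-575 nm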
# BaF3 parental: parental Ba/F3 cell viability inhibition, counter-screen for JAK2V617F inhibitor project, murine pro-B, CellTiter-Glo luminescence | inhibition, % at 5.6 µM | CellTiter-Glo ATP luminescence | 220,000 tested, 1.1% active | AID 1486, 2009;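 active means inhibition above a per-campaign cutoff, the mean inhibition of all tested compounds plus 3 SD, cut at about 27% in these data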;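 further: 0% = DMSO wells and 100% = JAK Inhibitor I control wells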
# Ba/F3 V617F tox: reduced viability of JAK2V617F-dependent Ba/F3 cells, primary screen, JAK2V617F inhibitor project, cell-based, Ba/F3 EpoR-JAK2V617F, luminescence. ATP luminescence. inhibition, % at 5.6 µM. 220,000 tested, 1.1% active. AID 1446, 2008;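 active means inhibition above the campaign mean plus 3 SD over all tested compounds, cut at about 24% in these data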;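 further: cytokine-independent growth of Ba/F3 cells driven by EpoR plus mutant JAK2; 0% = DMSO-treated cells and 100% = JAK inhibitor I control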
# RBBP9 inhibitor: human RBBP9 inhibitors, primary screen, biochemical, fluorescence polarization, FP-Rh probe, HTS; inhibition, % at 7.94 µM; Serine hydrolase RBBP9 (Homo sapiens), O75884; 220,000 tested, 0.2% active; recombinant RBBP9;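 active means inhibition above the campaign mean of all tested compounds plus 3 SD, cut at about 14% in these data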;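 further: plate controls were DMSO wells with RBBP9 for no effect and wells lacking RBBP9 protein for full effect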
# Target sequence (O75884 whole entry, looked up): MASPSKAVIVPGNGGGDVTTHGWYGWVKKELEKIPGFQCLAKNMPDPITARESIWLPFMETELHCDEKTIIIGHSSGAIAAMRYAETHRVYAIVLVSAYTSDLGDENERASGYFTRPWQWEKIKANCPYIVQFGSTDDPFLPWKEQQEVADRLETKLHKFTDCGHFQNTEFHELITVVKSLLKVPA
#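 System: RBBP9 protein | Quantity: 2.5 µM RBBP9 dispensing solution, before mixing | Reagent: FP-Rh probe, 375 nM dispensing solution | Timing: Enzyme-compound preincubation 30 min, then probe labeling 45 min, 25 °C | Measured by: Fluorescence polarization | Read-out: % inhibition | Replication: One well per compound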
# PPC-1+TRAIL kill: compounds killing PPC-1 cancer cells with TRAIL present, primary screen, TRAIL potentiator project, ATPLite luminescence, uHTS. 220,000 tested, 0.41% active. PPC-1 cells + TRAIL, ATPLite viability luminescence. cell killing (% activity), % at 4 µM;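 active means cell killing above 50% in the first pass at 4 µM, then a duplicate retest at 5 µM averaging 50% or more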;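 further: plate controls were cells with TRAIL plus DMSO for no effect and medium-only wells lacking cells for full effect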
# CHOP inh: inhibitors of CHOP promoter induction, primary screen, cell-based, unfolded protein response, luciferase reporter. CHO-K1 CHOP-promoter luciferase, tunicamycin-induced, 15-18 h. inhibition, % at 10 µM. 220,000 tested, 3.8% active;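 active means compounds that reduced the stress-induced luciferase reporter signal by more than about 70% of percent inhibition, limit read from the data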;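 further: 0% = tunicamycin plus vehicle and 100% = wells without tunicamycin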
# TNF necrop inh: inhibitors of TNF-alpha triggered necroptosis, primary screen, cell-based, Jurkat FADD-/-, single concentration | Jurkat FADD-/- TNF necroptosis rescue, ATP luminescence, 24 h; 0 = TNF only, 100 = no-TNF cells | 220,000 tested, 0.068% active | activation (protection from cell death), % at 10 µM;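 active means activation, meaning protection from cell death, of at least 50% relative to plate controls; inactive means activation below 50%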;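 further: necroptosis triggered by 40 ng/mL TNF-alpha added together with compound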
# TRPML3 ag: human TRPML3 channel agonists, primary screen, cell-based, HEK293 TRPML3-YFP, Fluo-8 calcium fluorescence, 3 µM | Mucolipin-3 (Homo sapiens), Q8TDD5 | 100% = the carbachol control signal | activation, % at 3 µM | 220,000 tested, 0.29% active | AID 1448, 2008;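 active means activation above its plate's cutoff, the mean activation of the plate's test wells plus 3 SD, cut at about 12% in these data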;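 further: 0% = DMSO only wells and 100% = carbachol wells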
# Target sequence (Q8TDD5 whole entry, looked up): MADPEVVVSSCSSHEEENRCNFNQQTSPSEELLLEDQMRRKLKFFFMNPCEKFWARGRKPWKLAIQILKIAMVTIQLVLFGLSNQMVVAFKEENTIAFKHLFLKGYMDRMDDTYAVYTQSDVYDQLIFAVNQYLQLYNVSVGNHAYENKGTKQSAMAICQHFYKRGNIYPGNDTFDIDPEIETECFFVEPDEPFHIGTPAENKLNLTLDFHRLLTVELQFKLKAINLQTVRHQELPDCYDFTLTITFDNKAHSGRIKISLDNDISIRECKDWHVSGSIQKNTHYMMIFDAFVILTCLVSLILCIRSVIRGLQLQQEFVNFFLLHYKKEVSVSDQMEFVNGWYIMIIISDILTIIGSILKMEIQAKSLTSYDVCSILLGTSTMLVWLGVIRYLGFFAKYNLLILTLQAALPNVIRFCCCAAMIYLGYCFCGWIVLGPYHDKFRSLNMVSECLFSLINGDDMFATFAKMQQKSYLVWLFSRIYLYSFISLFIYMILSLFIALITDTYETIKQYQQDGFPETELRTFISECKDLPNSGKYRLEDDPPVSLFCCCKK
#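 system = HEK293 cells stably carrying human TRPML3-YFP | doses = one concentration, 3 µM nominal, 0.3% DMSO | timing = dye loading 1 h 37 °C then 30 min ambient, 125 s read | detection = Fluo-8 calcium dye fluorescence, ex 470-495, em 515-575 nm | benchmarks = high control carbachol 87 µM, low control DMSO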
# Wee1 degr inh: Wee1 degradation inhibitors, primary screen, cell-based, HeLa, Wee1K328M-luciferase, luminescence. HeLa Luc-Wee1K328M stability; 100% = proteasome inhibitor MG132 effect. reporter increase, % at 5 µM. 220,000 tested, 1.2% active;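 active means activation above the mean of all tested compounds plus 3 SD, set per screening run, cut at about 8.8% in these data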;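 further: cells exposed to compound for 20 h before luminescence read; 0% = DMSO alone and 100% = MG132 at 30 µM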
# Active calls of the source: *; / = no result given.
canonical_smiles,zfTRPN1 agonist,BaF3 parental,Ba/F3 V617F tox,RBBP9 inhibitor,PPC-1+TRAIL kill,CHOP inh,TNF necrop inh,TRPML3 ag,Wee1 degr inh
CCOc1ccc(NC(=O)C2CCC(CNc3c(N4CCOCC4)c(=O)c3=O)CC2)cc1 (centres undefined),0.6,3,-5,-7,-15,24,-2.1,0.5,-3
COC(=O)CSc1nc(NC(C)C)nc(N2CCOCC2)n1,-1.2,-3,-5,-5,22,-33,-1.9,0.0,-2
Cc1cccc(-n2nnc(C(=O)NCc3ccccc3)c2N)c1,-0.5,5,3,-7,19,-11,-1.0,-0.8,2
Cc1cccc(C)c1NC(=O)c1sc(N)nc1-c1ccccc1,-0.4,9,0,-3,16,2,-0.5,0.2,1
COCCNC(=O)CCSc1nc(-c2ccc(OC)cc2)cc(C(F)(F)F)n1,-1.3,0,-4,-2,-2,11,-2.5,-0.2,1
COc1ccc(OC)c2sc(Cl)nc12,-0.4,5,0,-1,-9,23,-1.5,-0.1,-1
Cc1ccccc1/C=N/Nc1ncnc2nc[nH]c12,-1.6,6,1,-9,-5,-11,-11,0.2,0
CN(C)CCCNc1c(C(=O)O)cnc2c1cnn2C,-0.3,10,-1,-4,14,51,-1.6,0.0,-1
CC1=CCC2C(=O)N(Cc3ccccc3)C(=O)C2C1 (centres undefined),-1.2,5,0,-4,7,16,4.1,0.2,2
CCSc1cc(N2CCCC2)nc(-c2cccc(C)c2)n1,-0.4,6,2,-2,31,25,0.3,-0.1,3
Cc1cc([N+](=O)[O-])nn1CC(=O)NNC(=S)Nc1ccc(F)cc1,3.9,0,-2,1,14,34,-1.6,-0.5,0
Cc1cc2ncn(C(=O)c3c(-c4ccccc4Cl)noc3C)c2cc1C,0.3,1,1,-5,-1,76*,-5.4,0.1,0
CC(C)(C)c1ccc(C(=O)N2CCC(C(=O)NCC3CCCO3)CC2)cc1 (centres undefined),1.2,4,0,-2,3,-6,-0.5,2.1,-1
Cc1cccc(-n2ccnc2SCC(=O)Nc2ccc3c(c2)OCCO3)c1,-0.7,0,-1,-8,-1,54,-0.8,-1.1,0
O=C1CCCN1CCC1CCN(C2CC(=O)N(Cc3ccc(N4CCCC4=O)cc3)C2=O)CC1 (centres undefined),0.4,6,2,-2,1,8,-1.2,0.5,-2
O=C(/C(=N/O)n1cncn1)c1ccccc1Cl,2.0,2,-2,-4,12,-6,1.2,0.7,-3
Cc1ccc(Nc2ncnc3ccccc23)cc1,1.1,12,1,-5,20,3,-2.6,-0.3,-6
COc1ccc(CCNc2nc(C)cc(=O)[nH]2)cc1OC,-0.6,3,0,-5,/,/,-1.0,0.5,0
CCOc1ccc(S(=O)(=O)NCCOC)cc1C,-1.4,5,-1,-8,13,8,21,-0.5,1
CC(=O)Nc1ccc(C)cc1NC(C)=O,1.1,0,0,-5,17,32,-1.3,0.2,-2
CCC(=O)Nc1ccc(C(=O)NCc2ccccn2)cc1,1.4,3,0,-2,-4,-1,-0.1,0.6,2
Cc1nc(Nc2nc(=O)c3ccccc3n2C)nc2c(C)cccc12,0.2,1,2,-3,/,/,-2.0,-0.2,1
CCCc1oc(C(=O)O)cc1CN1CCOCC1,0.1,4,-1,6,11,28,0.1,0.5,-1
O=c1[nH]c(-c2cccnc2)nc2sc(-c3ccccc3)cc12,2.1,6,-2,4,20,64,-5.0,0.4,0
Cc1ccc(O)c(CC(C)C)n1,0.6,5,1,1,7,3,-2.0,1.6,-1
CCC(C)(C)NC(=O)C(c1ccncc1)N(Cc1cccs1)C(=O)Cn1nnc2ccccc21 (centres undefined),-0.6,4,1,-8,1,-14,0.4,0.9,-1
COC(=O)C1=C(NC(=O)c2ccc(C)cc2)CCS1,4.4,4,0,3,8,47,-0.6,0.6,0
COC(=O)c1cccc(NC(=O)Nc2ccccc2OC)c1,1.2,1,0,3,4,33,0.4,0.0,-1
CCOC(=O)c1nc2ccccc2nc1C,1.0,6,-3,-1,-13,14,1.0,0.9,-1
CCOC(=O)N1CCC(N(CCCOC)C(=O)Nc2cccc(OC)c2)CC1,-0.5,0,-3,-2,14,-9,1.0,0.8,3
CSc1ccc(S(=O)(=O)N2CCCC2)cc1,-0.4,1,-4,-3,2,6,0.1,1.0,-3
O=C(Cc1ccc(Cl)cc1)Nc1ccc(NC(=O)c2ccccc2)cc1,0.9,6,-1,2,-2,62,1.3,1.3,-4

# Going on with the list.
# Order of values: zfTRPN1 agonist	BaF3 parental	Ba/F3 V617F tox	RBBP9 inhibitor	PPC-1+TRAIL kill	CHOP inh	TNF necrop inh	TRPML3 ag	Wee1 degr inh
O=C(Nc1ccccc1)c1ccc(-c2ccccc2)s1
 : 0.1	3	3	-14	33	-15	0.3	0.4	0
CN(C)c1cccc(N(C)C)c1CNC(=O)C(C)(C)C
 : -0.7	6	-1	-6	-2	9	23	0.1	-1
CC(C)Sc1nc2c([nH]1)c(=N)ncn2Cc1ccccc1
 : -0.1	8	0	2	27	1	-0.3	0.7	-3
CCOC(=O)C1=C(O)C(Nc2nccs2)(C(F)(F)F)N=C1C (centres undefined)
 : -0.5	6	1	-7	-4	-10	-1.0	1.1	3
CNC(=O)Nc1cc(C(C)(C)C)no1
 : 0.9	55*	1	-7	23	37	-0.1	-0.1	-3
CCn1c(C)c(C(C)=O)c(N2CCN(c3ccc(F)cc3)CC2)nc1=S
 : 0.4	1	2	-9	0	4	0.3	0.7	-2
COc1cc(/C=C/C(=O)OCC(=O)Nc2ccc(S(=O)(=O)N3CCCC3)cc2)ccc1O
 : 3.1	6	-1	-7	7	6	3.8	0.7	-1
Cc1ccc(-n2nnnc2CCl)cc1
 : 0.1	-2	0	-3	3	108*	-5.9	-0.1	-1
O=C(CN1CCCCCC1=O)OCc1ncc(-c2ccccc2)o1
 : 0.9	8	-4	4	7	4	-0.3	0.4	0
O=C1CCCC(O)=C1N=Nc1ccc(Cl)c(Cl)c1
 : 1.1	2	-3	-2	19	-21	-1.8	0.7	-2
CC(C)c1ccc(N2C(=O)CC(Sc3ncn[nH]3)C2=O)cc1 (centres undefined)
 : 0.2	3	-2	-5	22	-52	1.0	1.6	3
Cc1nc2nc(C)c(CCC(=O)NCc3ccc4c(c3)OCO4)c(C)n2n1
 : 1.6	8	-1	-6	4	-2	0.0	1.2	5
CCc1nnc(NC(=O)CCN2C(=O)c3ccccc3S2(=O)=O)s1
 : -0.7	2	-1	-6	1	28	-0.9	0.1	4
CC1=NN(c2cccc(C(=O)O)c2)C(=O)/C1=C\C=C/c1ccccc1
 : -0.7	-2	-3	-3	9	93*	36	1.1	-3
COc1ccccc1NC(=O)CN1CCN(C(=O)c2ccco2)CC1
 : 1.0	4	-1	1	21	14	-0.9	0.0	-2
Brc1ccc(COc2ncnc3ccccc23)cc1
 : 1.2	6	0	-4	-12	10	13	0.6	1
COc1cccc(CN(Cc2ccco2)S(=O)(=O)c2ccc(S(=O)(=O)NCc3ccccc3)cc2)c1OC
 : 0.6	0	-1	-11	13	19	1.1	1.4	0
COc1ccc(NC(=S)N(CCc2c(C)[nH]c3ccc(C)cc23)Cc2cccs2)cc1
 : 0.2	10	3	-3	-1	22	1.6	0.2	3
O=C(CC1Sc2ccccc2NC1=O)OCC(=O)N1CCc2ccccc21 (centres undefined)
 : -2.5	-3	-4	-8	1	60	-2.9	-1.6	-2
Cc1ccc2c(c1)C(O)(CC(=O)c1cccnc1)C(=O)N2 (centres undefined)
 : -0.5	4	-2	-3	1	5	-1.9	0.3	0

# Individual results from the entries so far:
# Value of `Cc1cccc(C)c1NC(=O)c1sc(N)nc1-c1ccccc1` under TNF necrop inh: -0.5
# Value of `O=C(/C(=N/O)n1cncn1)c1ccccc1Cl` under TNF necrop inh: 1.2

# More structures:
# Order of values: zfTRPN1 agonist	BaF3 parental	Ba/F3 V617F tox	RBBP9 inhibitor	PPC-1+TRAIL kill	CHOP inh	TNF necrop inh	TRPML3 ag	Wee1 degr inh
O=C1CN(C(=O)/C=C/c2ccc(Cl)cc2Cl)CCN1
 : 0.6	13	1	2	7	-27	-2.1	0.7	-1
O=S(=O)(NCCOCC(F)(F)F)c1ccc2oc3ccccc3c2c1
 : -1.7	2	0	-9	32	32	0.3	-1.4	-2
CC(=O)N1N=C(N)SC12CCCC2
 : 1.4	-2	-5	1	-1	24	0.1	1.0	-4
COC(=O)c1ccccc1NC(=S)N(Cc1ccc2c(c1)OCO2)Cc1cc2ccc(OC)cc2[nH]c1=O
 : -1.4	5	0	-16	-3	27	-5.6	-0.9	0

# Structures above marked active in CHOP inh.
smiles | RBBP9 inhibitor | CHOP inh | TRPML3 ag | Wee1 degr inh
Cc1cc2ncn(C(=O)c3c(-c4ccccc4Cl)noc3C)c2cc1C | -5 | 76* | 0.1 | 0
Cc1ccc(-n2nnnc2CCl)cc1 | -3 | 108* | -0.1 | -1
CC1=NN(c2cccc(C(=O)O)c2)C(=O)/C1=C\C=C/c1ccccc1 | -3 | 93* | 1.1 | -3

# Screening data deposited in PubChem BioAssay by several laboratories.
